Bioassay records as filed in PubChem BioAssay.
TrxR1 substrate: substrates of rat thioredoxin reductase 1; AID 588456; actives 0.01% (n = 390,000); Potency, µM (top dose mostly 114 µM), inactives show at the highest dose activity change, negative = substrate turnover; purified TrxR1 substrate turnover, NADPH consumption readout; note: potency is the fitted concentration of half-maximal effect; % is set by controls: 0 for no effect and ±100 for the full control effect; nearly all actives have a fitted effect of over 50% in size
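Rat TrxR1, dispensed at 90 nM, was prereduced with 400 uM NADPH (final) for 5 min at ~22 deg C, then incubated with compound 15 min before 400 uM selenite. A first-read NADPH fluorescence drop versus no-compound background flagged substrates.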
TRHR ag: TRH receptor (human) agonism. P34981. actives 0.18% (n = 360,000). activation, % at 2 µM. AID 493084. TRHR cells, calcium flux fluo-8, FDSS agonist mode; in the data active = activation above about 30%; note: 0% is about no effect
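TRHR-expressing cells, plated overnight in medium with 10% serum, were loaded with fluo-8 calcium dye at room temperature. After a 10 s baseline, library compound was pin-added and calcium release was recorded kinetically (ex 480/em 530) as agonist response.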
D2 antag: antagonizes the human D2 dopamine receptor | P14416 | HEK293 TREx D2 cells, calcium flux, dopamine EC80 | inhibition, % at 10 µM | actives 2% (n = 340,000) | AID 485344; in the data active = inhibition above about 30%; note: 0% is about no effect
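Measurement of antagonist activity uses fluorescent calcium dye in inducible HEK293 T-REx D2 cells: 10 s baseline, compound addition with 180 s read, EC80 dopamine addition with a further 180 s read.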
USP1-UAF1 inh: inhibitors of human USP1/UAF1 deubiquitinase; O94782; recombinant USP1/UAF1, Ub-Rhodamine cleavage fluorescence; Potency, µM (doses to about 57.1 µM), inactives show at the top dose activity change, negative = inhibition, actives largely listed as inhibitors; actives 0.23% (n = 390,000); AID 743255; note: potency is the fitted concentration of half-maximal effect; % is set by controls: 0 for no effect and ±100 for the full control effect; nearly all actives have a fitted effect of over 60% in size; inactives centre near -12
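USP1/UAF1 complex at 1 nM was preincubated with compound for 15 min at room temperature, then Ub-Rho substrate (150nM final) was added. Fluorescence (480/540 nm) was read kinetically, 6 reads every 60 seconds.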
IDH1 R132H inh: inhibitors of human mutant IDH1 R132H; O75874; IDH1-R132H enzyme, NADPH consumption, diaphorase/resazurin fluorescence; Potency, µM (top dose mostly 76.6 µM), for inactives: at the highest dose activity change, negative = inhibition, hits mostly inhibitors; actives 0.093% (n = 390,000); AID 602179; note: potency is the fitted concentration of half-maximal effect; % is set by controls: 0 for no effect and ±100 for the full control effect; nearly all actives have a fitted effect of over 65% in size
Target sequence (O75874 whole entry R132H, stated change not applied): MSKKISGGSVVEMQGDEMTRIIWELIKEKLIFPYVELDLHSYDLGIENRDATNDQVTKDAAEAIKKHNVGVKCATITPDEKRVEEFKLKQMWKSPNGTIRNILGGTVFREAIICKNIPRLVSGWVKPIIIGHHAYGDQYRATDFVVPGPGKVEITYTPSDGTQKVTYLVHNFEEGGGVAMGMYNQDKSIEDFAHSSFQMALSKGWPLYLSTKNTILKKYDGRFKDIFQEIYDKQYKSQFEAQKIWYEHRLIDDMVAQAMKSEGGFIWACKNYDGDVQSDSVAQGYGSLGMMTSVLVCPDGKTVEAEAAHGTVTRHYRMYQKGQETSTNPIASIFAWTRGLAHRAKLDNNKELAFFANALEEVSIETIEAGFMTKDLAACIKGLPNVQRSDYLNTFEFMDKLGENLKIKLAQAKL
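IDH1-R132H (0.5 ug/mL dispensed) in pH 7.5 Tris buffer was preincubated 30 min with compound, then given a substrate mix of 0.016 mM NADPH and 2 mM alpha-KG for 80 min at room temperature; remaining NADPH was read by diaphorase/resazurin fluorescence.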
TRHR PAM: TRH receptor (human) allosteric enhancement; P34981; TRHR cells, fluo-8 calcium fluorescence, EC20 TRH enhancement; enhancement, % at 2 µM; actives 0.66% (n = 360,000); AID 493056; in the data active = enhancement above about 30%; note: 0% is about no effect
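TRHR-expressing cells loaded with fluo-8 calcium dye were read kinetically (ex 480/em 530) during compound addition, then stimulated with an EC20 of TRH (10 nM final). Enhancement of the Gq-mediated intracellular calcium response was scored.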
D2 ag: agonists of human D2 dopamine receptor; activation, % at 2 µM; P14416; actives 0.53% (n = 340,000); AID 485358; HEK293 T-REx D2 cells, calcium flux agonist mode;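 active = activation over 3 SD above normal in the single-dose calcium agonist read, cut at about 30% in these data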; note: 0% is about no effect
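In this primary screen, compounds producing a positive calcium signal within 180 s of addition to tetracycline-induced, force-coupled HEK293 Trex D2 cells are flagged; cells are dye-loaded with a no-wash calcium kit beforehand.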
rTrxR1 inhibitor: inhibitors of rat thioredoxin reductase 1; AID 588453; recombinant rTrxR1, NADPH fluorescence consumption, selenite substrate; actives 1% (n = 390,000); O89049; Potency, µM (doses to about 114 µM), without a hit: at the top dose activity change, negative = inhibition, hits mostly inhibitors; note: potency is the fitted concentration of half-maximal effect; % is set by controls: 0 for no effect and ±100 for the full control effect; nearly all actives have a fitted effect of over 65% in size
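Rat TrxR1 (90 nM in the dispensed reagent) was pre-reduced with 400 uM NADPH for 5 min at room temperature, then incubated with compound for 15 min. After 400 uM selenite was added, NADPH fluorescence (Ex 340/Em 450 nm) was followed for 8 min.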
PI4K2A block: blocks human PI4K2A kinase activity | AID 1346378 | activity change, negative = inhibition, % at 76.9 µM | purified PI4K2A, ADP-Glo luminescence, 1 h; stronger effect = lower value | Q9BTU6 | actives 0.13% (n = 420,000); in the data active = activity change below about -50%; inconclusive = mostly about -30% to -49%;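 note: -100% = wells without enzyme as full effect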
Target sequence (Q9BTU6 whole entry, looked up): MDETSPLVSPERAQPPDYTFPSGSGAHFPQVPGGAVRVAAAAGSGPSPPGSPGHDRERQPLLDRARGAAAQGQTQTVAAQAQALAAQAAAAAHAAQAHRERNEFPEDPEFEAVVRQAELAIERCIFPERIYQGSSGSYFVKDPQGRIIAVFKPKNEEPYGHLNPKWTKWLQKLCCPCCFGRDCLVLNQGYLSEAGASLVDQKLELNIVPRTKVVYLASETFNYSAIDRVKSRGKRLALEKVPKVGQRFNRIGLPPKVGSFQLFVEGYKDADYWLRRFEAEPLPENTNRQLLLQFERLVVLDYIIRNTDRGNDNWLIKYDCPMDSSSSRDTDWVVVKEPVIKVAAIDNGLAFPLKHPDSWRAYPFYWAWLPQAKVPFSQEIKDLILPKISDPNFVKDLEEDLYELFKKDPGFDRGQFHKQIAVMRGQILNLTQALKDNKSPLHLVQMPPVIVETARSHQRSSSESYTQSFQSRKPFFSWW
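PI4K2A activity was measured by ADP-Glo luminescence: enzyme (4 ug/mL stock) and phosphatidylinositol (1.2 mM stock) in Tris pH 7.5/MgCl2/EGTA/Triton X-100 buffer were reacted with ATP (300 microM stock) for one hour at ambient temperature.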
Active calls of the source: *; ? = inconclusive; . = no result given; & = joins results of further samples; [ ] = another dose, or the depositor's remark. Unless noted, calls come from the whole dose curve; as a rule, active = well fitted inhibition curve with a large enough effect; inconclusive = small, poorly fitted or top-dose-only effect; inactive = no such curve, though single readings can be large or run the other way. Outcome played no part in choosing rows. Share with any hit: about 3.9%.

SMILES	TrxR1 substrate	TRHR ag	D2 antag	USP1-UAF1 inh	IDH1 R132H inh	TRHR PAM	D2 ag	rTrxR1 inhibitor	PI4K2A block
Cc1oc(-c2cccc(F)c2)nc1CN1CCCN(C(=O)c2ccco2)CC1	-5%	-0.3	-1	-26%	4%	8	1.1	?	-1
CC(=O)c1cccc(NC(=O)N2CCC(NC(=O)C3CCCCC3)CC2)c1	5%[57.1 µM]	-0.1	-3	-1%	4%	2	0.2	-13%[0.0914 µM]	-22
O=C(O)/C(=C\c1cccc(F)c1)c1ccc(S(=O)(=O)N2CCCCC2)s1	-13%	0.3	-11	-9%	-4%	-4	-1.0	-21%	-4
O=C(CSc1nnc(CNC(=O)c2cccs2)o1)Nc1ccc(F)cc1F	-2%	-1.1	6	-23%	11%	9	-0.1	16%	0
O=C(c1ccc2c(c1)N(Cc1ccc(Cl)cc1)C(=O)c1ccccc1S2(=O)=O)N1CCN(Cc2ccccc2)CC1	5%	0.5	.	-27%	-5%	-7	9.0	28%	-2
Cc1ccc(/C=N/NC(=O)c2ccc(OC3CCCC3)cc2)o1	-3%	0.6	3	-26%	2%	5	-1.2	-2%	-2
COc1ccc(-n2c(NC(=O)c3ccco3)c(C#N)c3nc4ccccc4nc32)cc1	19%[57.1 µM]	1.7	-11	-24%	5%	-5	-0.9	-44%	-30
COC(=O)c1cc(NS(=O)(=O)c2ccc(N3CCC(C)CC3)c([N+](=O)[O-])c2)cc(C(=O)OC)c1	-10%[57.1 µM]	-0.6	1	-19%	-1%	2	-0.2	20%[57.1 µM]	-3
CCOc1ccc(C(C)C)cc1S(=O)(=O)n1nc(C)cc1C	-2%[57.1 µM]	-1.0	-10	-19%	8%	3	-0.5	5%[57.1 µM]	4
CSc1ncc(C(=O)N2CCN(c3ccc(F)cc3)CC2)c(C)n1	-1%	-0.2	.	2%	-7%	9	0.5	20%	-1
CCOC(=O)c1cc(-c2ccccc2)n(CC(=O)Nc2ccc(OC)cc2OC)c1C	1%[57.1 µM]	1.1	.	-9%	5%	3	1.5	12%[57.1 µM]	1
CCc1ccc(NC(=O)CSc2nnc(CNC(=O)c3c(F)cccc3Cl)o2)cc1	106%[activator]	0.1	4	-18%	5%	1	12	13%	11
O=[N+]([O-])c1cc(-c2cnc3ccccc3n2)ccc1Oc1ccc(Cl)cc1	3%	0.7	-11	-20%	3%	2	1.1	40%[activator]	4
O=C(Nc1ccc(Cl)cc1)c1ccc2c(c1)N(Cc1ccccc1)C(=O)c1ccccc1S2(=O)=O	1%	-1.8	.	-15%	16%	-5	-1.0	8%	-11
Cc1ccc(C)c(N2CCN(C(c3ccc(F)cc3)c3nnc(-c4ccccc4)o3)CC2)c1 (stereo unspecified)	3%	0.5	.	-8%	-8%	-2	1.2	11%	-5
N#C/C(=C\Nc1ccc2cn[nH]c2c1)c1nc(-c2ccccc2)cs1	-12%	0.6	4	-6%	3%	6	-0.3	7%[57.1 µM]	1
CC(C)(C)NS(=O)(=O)c1ccc(CCC(=O)Nc2cc(Cl)ccc2Oc2ccccc2)cc1	6%[57.1 µM]	1.3	14	-20%	2%	1	0.1	14%[57.1 µM]	-8
CCCCC1=NN2C(=N)CC(=O)N=C2S1	1%	0.7	10	-7%	4%	0	0.5	-16%	3
O=C(O)CCC1(CCC(=O)O)CCCC(CCC(=O)O)(CCC(=O)O)C1=O	4%[57.1 µM]	.	.	-4%	-2%	.	.	7%[57.1 µM]	1
COC(=O)c1cc(C)[nH]c2c(C)cc3nc4ccccc4c3c12	-6%	-0.4	-12	-20%	11%	-2	-0.7	-1%	4
Cc1ccc(Cn2cc(CCC(=O)O)c3ccccc32)cc1	4%	0.4	-25	-22%	-8%	2	1.9	7%	0
COc1ccc(C(=O)/C(=C/c2cccs2)c2nc3ccccc3o2)cc1	-5%	0.9	-2	-15%	-1%	-17	0.5	-4%	13
O=c1oc2ccc(Cl)cc2nc1/C=C(\O)c1ccco1	-7%[57.1 µM]	-0.2	-9	?	9%	-2	2.3	-47%	-3
COc1cccc(C2Nc3c(F)cc(Br)cc3C3C=CCC32)c1OC (stereo unspecified)	-7%	0.2	0	-8%	0%	3	3.1	-19%	4
CCCS(=O)c1nc(C)cc(C)c1S(C)(=O)=O (stereo unspecified)	8%	0.4	-2	-7%	-4%	0	-0.2	31%	-4

Some entries already given, showing only TrxR1 substrate:
Compound,TrxR1 substrate
COc1ccc(C(=O)/C(=C/c2cccs2)c2nc3ccccc3o2)cc1,-5%
O=C(Nc1ccc(Cl)cc1)c1ccc2c(c1)N(Cc1ccccc1)C(=O)c1ccccc1S2(=O)=O,1%

Later entries:
SMILES	TrxR1 substrate	TRHR ag	D2 antag	USP1-UAF1 inh	IDH1 R132H inh	TRHR PAM	D2 ag	rTrxR1 inhibitor	PI4K2A block
CCc1cc2cc(C)cc(C)c2nc1SCC(=O)Nc1cc(C)on1	-7%	-0.2	-7	-10%	3%	1	-0.4	5%	3
O=C(COc1ccccc1Cl)N1CCc2ccccc2C1	1%[57.1 µM]	-0.2	-4	-16%	9%	-5	-0.2	5%[57.1 µM]	3
O=C(/C=C/c1ccc2c(c1)OCO2)Nc1nncs1	20%	0.4	-30	-18%	-3%	-8	0.5	0%	7
O=C(NNC(=O)c1ccccc1Cl)c1cc2cc(OC(F)(F)F)ccc2[nH]1	6%[57.1 µM]	-1.8	-16	2%	16%	6	0.0	9%[57.1 µM]	2
COc1ccc(-c2cc(-c3ccccc3)nc(SCC(=O)Nc3ccccc3F)c2C#N)cc1	-4%[11.4 µM]	1.7	.	-16%	17%	-6	-0.3	9%	-2
COc1ccc(OC)c(S(=O)(=O)N(C)CC(=O)N2CCN(c3ccccc3F)CC2)c1	12%[57.1 µM]	-1.0	0	-14%	1%	-3	-0.4	12%[57.1 µM]	10
O=c1[nH]c2ccc(Br)cc2o1	8%[57.1 µM]	.	.	?	0%	.	.	-2%[2.29 µM]	6
CCN(CC)S(=O)(=O)c1ccc(/C=C/C(=O)Nc2c(C)n(C)n(-c3ccccc3)c2=O)cc1	-5%[57.1 µM]	-0.2	8	-24%	6%	4	-0.1	3%[57.1 µM]	-4
COC(=O)c1c(N2C(=O)CC(Sc3ccccc3C(=O)O)C2=O)sc2c1CCCC2 (stereo unspecified)	3%	-1.3	0	-11%	-4%	3	-0.2	79µM*	6
Cc1nc2c(C)cccn2c1/C(O)=C1\C(=O)C(=O)N(CCN(C)C)C1c1ccco1 (stereo unspecified)	-5%	1.3	10	-8%	-7%	0	-0.8	-32%	-1
COc1ccc(OCC(=O)N(Cc2cccs2)C2CCS(=O)(=O)C2)cc1 (stereo unspecified)	-10%	-0.1	.	-22%	8%	0	.	-16%	4
CCOC(=O)Cn1c(=O)oc2cc(S(=O)(=O)NCc3cccs3)ccc21	-2%	0.3	-1	-26%	3%	-4	-1.4	-6%	0
Cc1ccc(NC(=O)CN2C(=O)CCn3nc(-c4cccn4C)cc32)c(Cl)c1	-6%[57.1 µM]	-0.4	.	6%	3%	3	0.7	-4%[57.1 µM]	-6
CN1Cc2ccccc2N(CC(=O)NCc2ccccc2)C1=O	-3%	3.4	.	-8%	6%	2	.	12%	-3
Cn1c(SCc2ccc(Cl)cc2Cl)nc(C(F)(F)F)cc1=O	1%	0.2	-2	-12%	9%	8	-1.4	36%	5
COc1ccc(-n2cc(C(=O)c3ccc4ccccc4c3O)cn2)cc1	?	-0.1	14	-9%	-2%	6	-0.4	-11%	-1
CCOc1cc(/C=N/O)cc(Br)c1OC	3%	0.0	-8	-9%	11%	5	-0.3	9%	1
Cc1ccc(N2CC(C(=O)Nc3ccc4c(c3)OCO4)CC2=O)cc1C (stereo unspecified)	-2%	-1.3	0	1%	-1%	5	-1.7	1%	-2
N#Cc1nc(-c2ccc(OCc3ccccc3)cc2)oc1NCc1ccco1	21%	-0.1	-12	-1%	-4%	1	-1.4	-20%	9
COc1ccc(C(CCN2CCCC(C)C2)c2c(OC)cc(OC)c3c2OC(=O)CC3c2cc(OC)c(OC)c(OC)c2)cc1 (stereo unspecified)	0%&5%	-0.2	52*	-21%	5%	3	0.0	8%&13%	4
COc1ccc2c(c1)C(=NO)c1cc(OC)ccc1-2	0%	-1.5	.	-16%	8%	5	.	15%	-3
CC[n+]1c(/C=C2/C=C(C)CC(C)(C)C2)sc2ccc(OC)cc21	-9%	1.0	9	-20%	6%	2	0.5	?	-14
CCOC(=O)c1c(-c2ccc(OC)cc2)csc1/N=C/N(C)C	-6%	-0.5	-15	-11%	7%	9	-0.5	-8%	-1
Cc1cccc(NS(=O)(=O)c2ccc3oc(=O)c4ncn(C)c4c3c2)c1C	-14%	-0.5	.	1%	8%	8	0.6	-21%	-7
CCn1c(C(O)c2ccc3c(c2)OCO3)nc2ccccc21 (stereo unspecified)	1%	-0.9	-9	-14%	11%	2	0.3	8%	8
CCCc1nc2ccccc2n1CC(O)COc1ccc(C(=O)OC)cc1 (stereo unspecified)	11%	0.7	.	?	-9%	3	0.1	9%	-1
CN(C)c1cc[n+](CC(=O)Nc2cc(C(F)(F)F)ccc2Cl)cc1	4%	0.2	.	-17%	6%	1	.	7%	1

4 entries drawn at random from the list so far:
SMILES	TrxR1 substrate	TRHR ag	D2 antag	USP1-UAF1 inh	IDH1 R132H inh	TRHR PAM	D2 ag	rTrxR1 inhibitor	PI4K2A block
CN1Cc2ccccc2N(CC(=O)NCc2ccccc2)C1=O	-3%	3.4	.	-8%	6%	2	.	12%	-3
CCOc1cc(/C=N/O)cc(Br)c1OC	3%	0.0	-8	-9%	11%	5	-0.3	9%	1
O=c1[nH]c2ccc(Br)cc2o1	8%[57.1 µM]	.	.	?	0%	.	.	-2%[2.29 µM]	6
Cc1ccc(NC(=O)CN2C(=O)CCn3nc(-c4cccn4C)cc32)c(Cl)c1	-6%[57.1 µM]	-0.4	.	6%	3%	3	0.7	-4%[57.1 µM]	-6
